Screening results as filed in PubChem BioAssay.
Yp Topo-I inh: inhibitors of Yersinia pestis topoisomerase I; AID 504884; Y. pestis Topo-I cleavage product accumulation, plate reader; actives 0.064% (n = 360,000); activity, % at 10 µM; in the data active means activity above about 50%, passing the limit was not always enough; inconclusive means no clear call, values can overlap the other calls; further: inactives centre near 2
TcdB inh: inhibitors of Clostridioides difficile toxin B glycohydrolase; P18177; inhibition, % at 9.99 µM; TcdB glycohydrolase enzymatic assay, plate reader; actives 0.24% (n = 350,000); AID 652162; in the data active means inhibition above about 10%
Target sequence (P18177 whole entry, looked up): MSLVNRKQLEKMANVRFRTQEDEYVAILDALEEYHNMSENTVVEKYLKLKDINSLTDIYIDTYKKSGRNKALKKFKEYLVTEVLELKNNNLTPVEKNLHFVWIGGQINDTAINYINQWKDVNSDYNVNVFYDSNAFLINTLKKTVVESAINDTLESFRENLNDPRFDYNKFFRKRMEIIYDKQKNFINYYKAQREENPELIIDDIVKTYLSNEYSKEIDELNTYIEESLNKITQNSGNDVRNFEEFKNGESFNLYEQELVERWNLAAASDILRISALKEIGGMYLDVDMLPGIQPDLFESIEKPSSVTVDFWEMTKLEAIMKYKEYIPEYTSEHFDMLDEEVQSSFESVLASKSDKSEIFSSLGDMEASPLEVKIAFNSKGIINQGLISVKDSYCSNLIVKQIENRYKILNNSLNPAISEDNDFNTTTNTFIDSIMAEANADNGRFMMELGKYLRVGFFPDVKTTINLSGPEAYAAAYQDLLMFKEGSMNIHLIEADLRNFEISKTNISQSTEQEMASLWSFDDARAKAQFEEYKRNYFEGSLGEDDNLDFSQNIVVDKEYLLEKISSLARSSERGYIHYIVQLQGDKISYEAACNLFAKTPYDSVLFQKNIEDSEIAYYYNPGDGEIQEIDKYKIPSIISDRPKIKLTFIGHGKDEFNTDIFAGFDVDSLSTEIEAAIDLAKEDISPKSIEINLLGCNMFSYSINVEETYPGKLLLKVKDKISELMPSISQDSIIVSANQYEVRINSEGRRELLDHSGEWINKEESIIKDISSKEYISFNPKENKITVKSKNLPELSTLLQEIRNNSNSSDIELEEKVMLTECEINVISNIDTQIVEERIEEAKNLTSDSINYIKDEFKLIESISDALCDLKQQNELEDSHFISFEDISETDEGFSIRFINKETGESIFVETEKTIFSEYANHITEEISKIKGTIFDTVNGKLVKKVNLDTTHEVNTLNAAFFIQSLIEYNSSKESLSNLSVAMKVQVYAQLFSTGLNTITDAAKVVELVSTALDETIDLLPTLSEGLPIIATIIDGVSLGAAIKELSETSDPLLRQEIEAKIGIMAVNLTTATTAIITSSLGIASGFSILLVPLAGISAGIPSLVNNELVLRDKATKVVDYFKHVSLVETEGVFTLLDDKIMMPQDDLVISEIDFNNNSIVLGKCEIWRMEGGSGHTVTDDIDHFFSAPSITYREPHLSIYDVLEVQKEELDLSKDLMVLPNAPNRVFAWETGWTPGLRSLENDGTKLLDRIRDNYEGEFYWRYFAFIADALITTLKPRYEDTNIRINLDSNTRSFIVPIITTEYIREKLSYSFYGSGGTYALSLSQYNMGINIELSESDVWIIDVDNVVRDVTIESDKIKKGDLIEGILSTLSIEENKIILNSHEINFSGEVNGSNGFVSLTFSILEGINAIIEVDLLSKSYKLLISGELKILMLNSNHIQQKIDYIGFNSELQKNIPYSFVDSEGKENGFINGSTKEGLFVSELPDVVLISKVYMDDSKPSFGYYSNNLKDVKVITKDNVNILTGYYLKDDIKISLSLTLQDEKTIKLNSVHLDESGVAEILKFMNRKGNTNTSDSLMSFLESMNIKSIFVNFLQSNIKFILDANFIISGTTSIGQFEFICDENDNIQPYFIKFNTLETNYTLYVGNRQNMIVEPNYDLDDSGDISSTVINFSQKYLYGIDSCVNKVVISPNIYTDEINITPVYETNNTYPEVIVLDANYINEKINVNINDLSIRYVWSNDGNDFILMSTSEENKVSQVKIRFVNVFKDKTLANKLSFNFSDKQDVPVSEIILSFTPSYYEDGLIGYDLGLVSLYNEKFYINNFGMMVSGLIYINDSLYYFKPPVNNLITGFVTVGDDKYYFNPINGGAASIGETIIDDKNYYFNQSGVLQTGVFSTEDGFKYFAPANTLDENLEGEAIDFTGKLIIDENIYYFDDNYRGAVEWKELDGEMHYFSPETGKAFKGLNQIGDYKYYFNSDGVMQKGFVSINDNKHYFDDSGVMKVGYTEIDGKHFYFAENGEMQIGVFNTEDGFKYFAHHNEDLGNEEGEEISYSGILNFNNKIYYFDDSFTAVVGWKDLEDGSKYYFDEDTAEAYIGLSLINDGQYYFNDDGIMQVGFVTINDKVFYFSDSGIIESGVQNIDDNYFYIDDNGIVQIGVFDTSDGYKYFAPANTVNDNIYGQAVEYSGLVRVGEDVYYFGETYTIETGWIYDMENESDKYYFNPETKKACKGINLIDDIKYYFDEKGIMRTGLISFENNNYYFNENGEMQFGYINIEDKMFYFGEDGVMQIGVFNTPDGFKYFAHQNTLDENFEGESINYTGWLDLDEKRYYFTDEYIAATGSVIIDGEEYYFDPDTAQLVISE
Anthrax LF prot: anthrax lethal factor protease inhibition; P15917; multiplex microsphere protease cleavage assay, LF; inhibition, % at 10 µM; actives 0.12% (n = 360,000); AID 588501; further: plate controls were buffer without enzyme for full effect and enzyme alone for no effect
PfHsp40 rescue: rescue of PfHsp40-mediated yeast toxicity. S. cerevisiae expressing PfHsp40, growth rescue, ATP luminescence. actives 0.68% (n = 340,000). growth rescue, % at 12.5 µM; in the data active means growth rescue above about 28%, passing the limit was not always enough; inconclusive means no clear call, values can overlap the other calls;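 further: yeast W303a lacking pdr1 and pdr3 grown in galactose medium; growth measured after three days at 30 °C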
PrPC TRFRET: inhibitors of human cell surface prion protein PrPC. P04156. TR-FRET read-out. inhibition, % at 13.8 µM. actives 0.43% (n = 370,000); in the data active means inhibition above about 24%; further: 0% = median of the test wells and 100% = reference compound wells
SARS 3CLpro inh: SARS-CoV 3CLpro protease inhibition; actives 0.14% (n = 290,000); inhibition, % at 6 µM; recombinant SARS-CoV 3CLpro, quenched FRET peptide cleavage; AID 1706; P0C6X7; in the data active means inhibition above about 12%
Vc quorum ag: inducers of Vibrio cholerae quorum light production without autoinducers; V. cholerae BH1578 lux reporter, luminescence, 6 h; activation, % at 18.7 µM; actives 0.16% (n = 350,000); AID 588436; in the data active means activation mostly above about 9.7%, no sharp cut-off; inconclusive means no clear call, values can overlap the other calls; inactive means mostly below about 3.7%; further: not every result past the cut was called active; inactives centre near 0; reference of the scale not given here
SSB-PriA inh: blocks PriA binding to SSB C-terminal tail | AlphaScreen SSBct-PriA binding, biotinylated peptide | inhibition, % at 33 µM | actives 0.6% (n = 430,000) | AID 1272365; in the data active means inhibition mostly above about 37%, no sharp cut-off; inactive means mostly below about 20%;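 further: plate controls were negative control peptide for no effect and reference peptide for full effect; strong numbers were not always called active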
BoNT-A LC inh2: inhibitors of Botulinum neurotoxin A light chain protease. multiplex microsphere protease substrate cleavage, flow cytometry. inhibition, % at 10 µM. actives 0.17% (n = 360,000); further: plate controls were buffer without enzyme for full effect and enzyme alone for no effect
Numbers without * were called inactive; i = inactive; u = inconclusive; x = not tested or not shown; & = joins results of further samples. Unless noted, no stated cut-off is given here; in the data, active means inhibition above about 30%; inconclusive means no clear call, values can overlap the other calls; inactive means below that.

SMILES,Yp Topo-I inh,TcdB inh,Anthrax LF prot,PfHsp40 rescue,PrPC TRFRET,SARS 3CLpro inh,Vc quorum ag,SSB-PriA inh,BoNT-A LC inh2
O=C(Cn1c(=O)oc2cc(S(=O)(=O)N3CCCC3)ccc21)N1CCN(c2ccccc2F)CC1,6,0.9,-4,-0.8,8,-3,-0.2,-14,-0.6
Cc1nnc(SCc2ccccc2)n1CC1CCCO1 (stereo not given),2,x,11,-0.5,-5,3,i,12,0.4
Cc1cccc(-n2c(O)c(/C=C3/C(c4ccccc4)=Nc4ccccc43)c(=O)[nH]c2=O)c1,-5,0.0,21,3.0,3,4,i,x,28
COC(=O)C1=CNC=C(C(=O)OC)C1c1ccccc1Cl,2,x,-4,0.9,-5,-2,-0.3,-14,0.8
C=CCn1c(SCn2nnc3ccccc3c2=O)nc2scc(-c3cccs3)c2c1=O,-2,x,-4,-2.1,-8,-7,i,-7,0.8
Cc1cc(C)cc(NS(=O)(=O)CCCS(=O)(=O)Nc2cc(C)cc(C)c2)c1,23,-0.4,-5,2.3,-2,x,-0.8,-13,0.4
Cc1ccccc1C(=O)NNC(=O)c1cc(S(=O)(=O)N2CCOCC2)ccc1C,-2,0.3,2,0.8,6,x,i,1,0.6
COc1ccccc1C(=O)NNC(=O)c1ccc2ccccc2c1,-1,0.5,-16,-0.3,-5,-2,-0.3,2,-3.7
COc1ccc(CCn2c(-c3ccco3)nc3nc4ccccc4nc32)cc1,-4,2.3,11,1.5,-15,1,0.4,-15,14
CCCN(CC(=O)Nc1ccccc1C)C(=O)c1ccc(OCC(=O)N2CCOCC2)c(OCC)c1,-3,0.3,-8,0.4,-5,x,-0.6,-10,-0.1
CC1(C)CCC(C)(C)NC(=S)N1,-2&13,1.8&-0.5,-3&0,-1.2,-2&-1,5,-5.9&0.7,10,-0.2&-0.5
O=C(Nc1ccc(F)cc1F)C1CCCN1S(=O)(=O)c1ccc(-c2ccc(=O)[nH]n2)s1 (stereo not given),7,1.4,x,-0.2,-19,1,-2.6,-2,x
COc1ccccc1/C=C/C(=O)OCC(=O)Nc1cc(C(F)(F)F)ccc1N1CCOCC1,8,-3.2,0,-1.5,7,2,-3.3,-13,-0.2
Cc1cccc(C(=O)NCC(=O)NCC2COc3ccccc3O2)c1 (stereo not given),6,1.4,-2,0.5,0,x,-0.4,-2,-4.7
CC(C)(C)C1=Nn2c(nnc2-c2ccccn2)SC1,0,x,-11,0.2,4,-3,-0.3,90*,-3.3
C=CCN1C(=O)NC(=O)/C(=C/C=C/c2ccccc2)C1=O,7,x,-5,-0.2,-3,4,-1.3,9,-0.1
CC[C@]12c3[nH]c4cc(CCC(=O)N(C)C)ccc4c3CCN1C(=O)[C@@H](CC(=O)NCC13CC4CC(CC(C4)C1)C3)C[C@@H]2C(=O)N1CCN(C(=O)c2ccco2)CC1,23,1.2,-4,0.3,0,x,i,-3,0.0
COCCNC(=O)C(C)N1c2cccc3cccc(c23)S1(=O)=O (stereo not given),1,x,-2,-1.5,1,-3,-0.2,0,-0.4
CC(C)C(NC(=O)c1c(F)cccc1F)C(=O)OCN1C(=O)c2ccccc2C1=O (stereo not given),-5,0.8,0,0.4,9,x,-0.3,-11,-5.6
Cc1ccc(NC2OC(C(O)CO)C(O)C2O)cc1[N+](=O)[O-] (stereo not given),-8,x,0,-0.6,-3,3,i,-27,0.2
O=C(c1ccc(=O)[nH]n1)N1CCc2ccccc2C1,8,2.4,-10,0.9,6,6,-0.2,-1,-1.2
COc1ccccc1CNC(=O)C1CCC(=O)N(CCCc2ccccc2)C1 (stereo not given),10,1.8,0,-0.2,3,1,-0.4,-21,-1.3
CN(C)c1ccc(/C=N/n2ncc3ccccc32)cc1,-3,x,4,1.5,x,0,i,x,1.8
Cc1ccnc(NS(=O)(=O)c2ccc(NC(=O)Cc3ccc(Br)cc3)cc2)n1,6,-0.6,18,-0.3,1,2,0.3,-4,0.2
Nc1nc(-c2cc(Cl)cc(Cl)c2OC(F)F)cs1,-4,1.0,-7,0.4,0,2,0.2,1,-0.1
Cc1cc(C(=O)CCC(=O)N2CCN(c3ccccc3F)CC2)c(C)s1,30,1.1,-1,-0.9,-2,8,0.4,-9,0.0
COc1cccc(N2CCN(C(=O)c3ccc(CS(=O)Cc4ccc(Cl)cc4)o3)CC2)c1 (stereo not given),31,0.2,0,-0.8,4,7,-0.2,17,0.1
CCOc1ccc(C2c3[nH]c4ccccc4c3C[C@H]3C(=O)N(C4CC4)CC(=O)N23)cc1OC (stereo not given in full),12,0.9,-5,1.1,2,1,-0.6,-1,-0.7
CN(C)c1ccc(/C=c2\sc3n(c2=O)CCCN=3)cc1,-5,x,-2,-1.3,-30,-3,i,x,0.0
Cc1cc(-c2cc(-c3ccc(Cl)cc3)on2)nc(NC2CCCC2)n1,10,0.5,5,-0.8,5,x,-1.6,2,0.9
COc1ccc(-c2noc(CN(C)S(=O)(=O)c3ccc(Cl)cc3)n2)cc1OC,1,x,-1,0.6,11,-4,-0.4,2,0.2
CCC1CCCCN1C(=O)COc1ccc(S(=O)(=O)N2CCOCC2)cc1Cl (stereo not given),11,-0.1,-1,1.1,4,x,i,-7,-3.6
Cc1nn(-c2ccccc2)c(C)c1/C=N/NC(=O)CSc1nnc(SCc2ccc(Cl)cc2)s1,45,0.6,0,0.1,10,1,-0.4,x,-0.7
COc1ccc(NC(=O)CC2(CC(=O)O)CCCC2)cc1,3,-1.3,12,0.1,1,2,i,1,-3.2
COCC1CCCN(C(=O)c2cc(COc3cncc(Cl)c3)on2)C1 (stereo not given),4,1.9,-5,-1.4,3,5,-0.3,2,-1.8
Fc1cccc(Cc2c(C3CCCCC3)nc3ccc(Cl)cn23)c1,x,-0.6,1,x,4,x,x,x,1.6
CCOC(=O)c1sc(NS(=O)(=O)c2ccc(C)cc2)nc1C,8,x,-1,0.0,13,-3,-1.2,3,0.1
Cc1cc(C(=O)COC(=O)c2ccncc2)c(C)n1CCc1ccc(F)cc1,22,-2.9,0,1.8,-9,0,-1.6,-2,-0.7
COc1ccc(Nc2nc(=O)c3cc([N+](=O)[O-])ccc3s2)cc1,-2,0.8,-9,1.1,-7,0,-0.4,0,-0.9
CCOc1ccc(NC2=NCC(=O)N2CCc2ccccc2)cc1,15,x,-2,-0.3,0,-1,x,-31,0.3
Cc1cc(C)n(-c2ccc(C(=O)C(C#N)c3nc4ccccc4n3C)cc2)n1 (stereo not given),1,x,-1,-0.7,4,2,-3.3,-1,-0.5
N#CC1=C(N)C(C#N)(C#N)C(c2ccncc2)C2CN(C(=O)OCc3ccccc3)CC=C12 (stereo not given),5,x,-2,2.2,4,2,-0.5,-10,0.0
COc1ccccc1N(CN1CCCC1=O)C(=O)c1c(F)cccc1Cl,2,x,-7,0.2,11,-4,-0.4,-7,u
Nc1nnc(SCc2ccc3c(c2)OCO3)s1,4,x,1,1.3,3,1,-0.2,-12,-0.7
COC(=O)C1C2CC3c4[nH]c5cc(OC)ccc5c4CCN3CC2CC(O)C1OC (stereo not given),-7,0.9,-2,0.5,-17,x,-0.5,13,1.7
CCOC(=O)C1=C(c2ccccc2)Nc2ncnn2C1c1cccc(OC)c1OC (stereo not given),-3,x,3,1.8,3,-1,i,-13,0.9
CCN(CC)S(=O)(=O)c1ccc(/C=C/C(=O)OCC(=O)N(C(C)C)C(C)C)cc1,-13,1.4,-3,-0.3,9,2,-3.3,-14,-1.0
COCCn1c(SCC(=O)NNC(=O)c2cc(Cl)ccc2OC)nnc1-c1ccncc1,6,3.0,-7,-1.0,-4,x,i,-4,-4.6

Entries of single compounds, looked up by structure.
Record of CCOC(=O)C1=C(c2ccccc2)Nc2ncnn2C1c1cccc(OC)c1OC (stereo not given) = Yp Topo-I inh = -3; TcdB inh = x; Anthrax LF prot = 3; PfHsp40 rescue = 1.8; PrPC TRFRET = 3; SARS 3CLpro inh = -1; Vc quorum ag = i; SSB-PriA inh = -13; BoNT-A LC inh2 = 0.9
Record of Nc1nnc(SCc2ccc3c(c2)OCO3)s1 = Yp Topo-I inh = 4; TcdB inh = x; Anthrax LF prot = 1; PfHsp40 rescue = 1.3; PrPC TRFRET = 3; SARS 3CLpro inh = 1; Vc quorum ag = -0.2; SSB-PriA inh = -12; BoNT-A LC inh2 = -0.7

Other compounds
SMILES,Yp Topo-I inh,TcdB inh,Anthrax LF prot,PfHsp40 rescue,PrPC TRFRET,SARS 3CLpro inh,Vc quorum ag,SSB-PriA inh,BoNT-A LC inh2
CN1CCC(=NNC(=O)CN(c2cccc(Cl)c2)S(C)(=O)=O)CC1,8,0.4,0,-0.8,-2,3,-0.3,-13,0.2
CC(=O)N1CCN(Cc2nc3cc(NC(=O)Nc4ccccc4)ccc3n2C)CC1,-7,2.0,-1,0.2,3,-1,-0.1,-13,1.1
CC(OC(=O)Cc1n[nH]c(=O)c2ccccc12)C(=O)Nc1ccccc1[N+](=O)[O-] (stereo not given),13,-0.5,-1,-1.5,-8,4,5.0,-25,1.3
CC(C)C(=O)N1CCC1(C)C(=O)NCc1cc(Cl)ccc1F (stereo not given),-9,0.6,-5,x,-5,x,-5.0,x,-0.2
COc1cc2oc(=O)c3c(c2cc1OCC(=O)c1c(C)n(C)c2ccccc12)CCCC3,0,x,0,0.1,-3,-2,-0.3,4,0.2
CCOCCCNC(=O)C1(O)c2cc(Br)ccc2NC(=O)N1c1cccc(OC)c1 (stereo not given),-1,0.9,0,-0.7,-1,5,i,-13,-0.5
Cc1cc(C)nc(SCc2n[nH]c(=S)n2C)n1,-2,x,0,0.1,6,-7,-0.1,-10&-7,1.1
CSc1n[nH]c(-c2ccc(C(F)(F)F)cc2)n1,3,2.3,2,-0.1,-5,0,i,-4,u
CCNC(=O)COn1c(SCC(=O)NCC)nc2ccccc2c1=O,-2,x,2,-0.1,4,-3,i,-7,-0.3
Cc1noc(C)c1S(=O)(=O)N(C)C[C@H]1Oc2ccc(NS(=O)(=O)c3cn(C)cn3)cc2C(=O)N([C@H](C)CO)C[C@@H]1C,-8,0.1,-1,-0.3,2,x,-2.0,-17,-0.5
COc1ccccc1NC(=O)c1ccc(NS(C)(=O)=O)cc1,4,x,4,-0.1,-5,-3,-4.2,-2,-0.7
CNC(=O)N(O)C1N(/N=C/c2ccccc2OC)C(=S)SC1(C)C (stereo not given),-3,0.2,20,3.1,-8,-5,-0.5,x,0.6
CN(CC1CCCO1)S(=O)(=O)c1ccc(C(=O)Nc2nnc(-c3ccccc3)o2)cc1 (stereo not given),0,1.6,-2,-0.5,9,-2,-0.1,-2,-2.0
CCCN1CCCc2cc(CN(CCCN3CCOCC3)C(=O)Nc3ccc(OCC)cc3)ccc21,-5,x,-6,0.0,-8,0,1.4,50,-0.2
CC1CCCCC1NC(=O)COC(=O)CNC(=O)c1cccc(F)c1 (stereo not given),-7,1.1,2,-0.9,8,7,i,-3,-1.1
O=C(NCc1ccccc1)c1ccc(Cn2cc(C(F)(F)F)ccc2=O)cc1,-3,x,-1,-0.2,-5,1,0.4,-10,0.4
CCC(C)[C@H](NC(=O)NCCCN1CCOCC1)C(=O)OC (stereo not given in full),-6,x,1,-0.5,0,2,-0.3,-19,0.2
CCCCNC(=O)C1C2C=CC3(CN(Cc4ccccc4Cl)C(=O)C13)O2 (stereo not given),-2,x,1,-1.1,-4,0,x,-9,-1.1
COc1cc2c(cc1OC)-c1nc3ccccc3c(=O)n1C(C)(C)C2,11,x,-9,1.6,-3,-5,i,1,0.5
Cc1cccc([C@@H](NC(=O)OC(C)(C)C)C(=O)OC(C)(C)C)c1,10,-1.4,-3,-0.8,9,x,0.5,-11,-0.2

Compounds listed so far that contain a tert-butyl group:
SMILES,Yp Topo-I inh,TcdB inh,Anthrax LF prot,PfHsp40 rescue,PrPC TRFRET,SARS 3CLpro inh,Vc quorum ag,SSB-PriA inh,BoNT-A LC inh2
CC(C)(C)C1=Nn2c(nnc2-c2ccccn2)SC1,0,x,-11,0.2,4,-3,-0.3,90*,-3.3
Cc1cccc([C@@H](NC(=O)OC(C)(C)C)C(=O)OC(C)(C)C)c1,10,-1.4,-3,-0.8,9,x,0.5,-11,-0.2

Some of the compounds tested; rates above refer to the full screens.
